Screening data (PubChem)
CHRM1 antagonist = human M1 muscarinic receptor antagonists, primary screen, CHO-K1 cells, Fluo-8 calcium fluorescence, 1536-well. Muscarinic acetylcholine receptor M1 (Homo sapiens), P11229. CHO-K1 hM1, ACh EC80 antagonist. inhibition, % at 3 µM. actives 1.3% (n = 360,000);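 active = percent inhibition above its own plate's cutoff, namely the mean of that plate's compound wells plus 3 SD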;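 also: peak over basal fluorescence ratio during 140 s after agonist addition; 0% = ACh EC80 plus DMSO and 100% = DMSO alone without agonist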
Target sequence (P11229 whole entry, looked up): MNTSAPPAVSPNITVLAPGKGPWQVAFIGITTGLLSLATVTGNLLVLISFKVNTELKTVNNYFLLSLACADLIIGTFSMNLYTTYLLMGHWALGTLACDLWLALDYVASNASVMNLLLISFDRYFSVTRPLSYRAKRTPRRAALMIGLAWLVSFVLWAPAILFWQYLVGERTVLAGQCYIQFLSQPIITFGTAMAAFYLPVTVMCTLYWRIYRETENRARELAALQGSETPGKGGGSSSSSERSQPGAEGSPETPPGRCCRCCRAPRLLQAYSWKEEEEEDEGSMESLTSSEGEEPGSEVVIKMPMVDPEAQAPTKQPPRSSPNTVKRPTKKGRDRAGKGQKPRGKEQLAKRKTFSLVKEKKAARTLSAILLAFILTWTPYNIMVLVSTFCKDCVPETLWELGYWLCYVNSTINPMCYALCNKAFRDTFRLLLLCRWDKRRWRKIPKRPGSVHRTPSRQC
CHO-K1 Ca PAM = nonselective calcium activators in parental CHO-K1 cells, primary screen, counter-screen for M1 PAM project, cell-based, Fluo-8 calcium fluorescence, full deck, 1536-well; ATP EC20; 0% at ATP EC20, 100% at ATP max; activation, % at 3 µM; actives 0.02% (n = 360,000);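 active = activation above the run cutoff, the mean activation of all test compounds plus 3 SD, cut at about 40% in these data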;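 also: peak over basal fluorescence ratio in a 140 s read after ATP addition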
CHO parental Ca = ATP-evoked calcium signal inhibitors, parental CHO, primary screen, counter-screen for OX1R antagonist project, cell-based, fluorescence, Fluo-8 calcium dye; parental CHO-K1, ATP-induced calcium, Fluo-8 fluorescence; inhibition, % at 5.6 µM; actives 0.63% (n = 330,000); AID 463079, 2010;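 active = inhibition above that plate's mean sample inhibition plus 3 SD, cut at about 26% in these data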;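 also: 0% = ATP-challenged DMSO wells and 100% = DMSO wells without ATP; some compounds past the cut are filed as inactive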
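Assay system – parental CHO cells · Reagent – ATP stimulus · Detection – intracellular calcium via Fluo-8 no-wash fluorescent dye · Evaluation – percent inhibition of ATP-evoked calcium rise, normalized to controls · Controls – ATP wells versus no-ATP DMSO wells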
OXTR potentiator = human OXTR potentiators, primary screen, fluorescence, CHO-OTR cells, Fluo-8 calcium. AID 2445, 2010. activation, % at 3 µM. Fluo-8 calcium fluorescence, potentiator mode; 0% = oxytocin EC15, 100% = EC100. actives 0.061% (n = 320,000). Oxytocin receptor (Homo sapiens), P30559;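 active = activation above that plate's cutoff, the mean activation of tested compounds plus 3 SD, cut at about 6.6% in these data, passing the limit was not always enough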;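 also: 100% uses oxytocin at 75 nM as the full agonist control; some results filed as inactive read as strong as hits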
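Dosing: Single dose, 3.0 µM nominal final compound concentration | Material: Human OTR in CHO cells | Technique: Kinetic Fluo-8 calcium fluorescence | Benchmarks: EC15 oxytocin alone as 0%, 75 nM oxytocin as 100% | Probe or stimulus: Oxytocin at about EC15, sub-maximal agonist stimulus | Incubation: Compound 6 min at room temperature before oxytocin, 100 s read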
CHO-K1 Ca ag = counter-screen for M1 agonists: effect in parental CHO-K1 cells; actives 0.48% (n = 360,000); activation, % at 3 µM; Fluo-8 calcium fluorescence; scaled to maximal ATP response, vehicle zero; in the data active = activation above about 15%;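 also: untransfected CHO-K1 host cells lacking M1 receptor as counterscreen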
CHO-K1 Ca antag = M1 antagonist counterscreen hit in parental CHO-K1 cells | ATP-induced calcium, Fluo-8 fluorescence | actives 0.6% (n = 360,000) | inhibition, % at 3 µM;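 active = inhibition above a per-plate cutoff, the plate's mean sample inhibition plus 3 SD, cut at about 24% in these data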;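 also: 0% = DMSO plus EC80 ATP and 100% = DMSO alone without ATP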
TAAR1 ag = human TAAR1 agonists, primary screen, Fluo-8 calcium fluorescence, CHO RD-HGA16 cells. Trace amine-associated receptor 1 (Homo sapiens), Q96RJ0. vehicle wells 0%, saturating PEA agonist 100%. activation, % at 3 µM. actives 0.99% (n = 360,000);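 active = activation above the mean activation of all test compounds in the run plus 3 SD, cut at about 38% in these data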
Target sequence (Q96RJ0 whole entry, looked up): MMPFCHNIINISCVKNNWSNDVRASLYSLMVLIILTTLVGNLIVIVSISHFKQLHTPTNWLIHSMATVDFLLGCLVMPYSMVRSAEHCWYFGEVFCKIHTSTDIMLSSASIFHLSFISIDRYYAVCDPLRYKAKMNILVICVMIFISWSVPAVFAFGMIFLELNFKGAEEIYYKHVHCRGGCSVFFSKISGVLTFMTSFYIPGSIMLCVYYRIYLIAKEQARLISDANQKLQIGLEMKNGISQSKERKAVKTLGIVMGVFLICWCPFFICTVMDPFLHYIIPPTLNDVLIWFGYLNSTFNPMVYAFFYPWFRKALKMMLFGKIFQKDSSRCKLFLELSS
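Test system: RD-HGA16 (CHO) cells co-expressing Gα16 and hTAAR1 / Benchmarks: DMSO vehicle as 0%, PEA at EC100 as 100% / Repeats: no replicates (n 1) / Measure: % activation from peak over basal fluorescence ratio, DMSO-to-PEA scaled / Timing: 17-24 h plating, Fluo-8 75 min 37 °C, 30 min RT / Technique: kinetic Fluo-8 calcium fluorescence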
M1 ag = human M1 muscarinic receptor agonists, primary screen, Fluo-8 calcium fluorescence, CHO-K1 cells, HTS. Muscarinic acetylcholine receptor M1 (Homo sapiens), P11229. actives 0.33% (n = 360,000). CHO-K1 hM1, agonist mode; 0% DMSO, 100% acetylcholine EC100. activation, % at 3 µM;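 active = activation above the run's mean compound activation plus 3 SD, cut at about 16% in these data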;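 also: peak over basal fluorescence ratio within a 140 s kinetic read after compound addition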
TAAR1 antagonist = human TAAR1 antagonists, primary screen, Fluo-8 calcium fluorescence, CHO RD-HGA16 cells; Trace amine-associated receptor 1 (Homo sapiens), Q96RJ0; actives 1.5% (n = 360,000); antagonist; inhibition, % at 3 µM;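 active = inhibition above a per-plate cutoff, the mean inhibition of test compounds on that plate plus 3 SD, cut at about 49% in these data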;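 also: 0% = DMSO plus EC80 beta-PEA response and 100% = DMSO alone without agonist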
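Assay system: CHO-derived RD-HGA16 cells stably expressing human TAAR1 plus Gα16. Timing: 140 s kinetic read after compound, 140 s after agonist. Technique: kinetic Fluo-8 calcium fluorescence measurement. Measure: % inhibition of agonist calcium response.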
The depositor's hits bear a star; . = no result given.

SMILES	CHRM1 antagonist	CHO-K1 Ca PAM	CHO parental Ca	OXTR potentiator	CHO-K1 Ca ag	CHO-K1 Ca antag	TAAR1 ag	M1 ag	TAAR1 antagonist
CC(C)CNC(=O)c1cccc(NC(=O)C2CCCO2)c1 (stereo not drawn)	-4	20	-17	2	0.4	-7	0	-2	-6
COc1ccccc1CC(=O)NCC(c1ccco1)N1CCCCC1 (stereo not drawn)	7	18	-21	-16	1.6	-16	-1	-5	7
Cc1cc(C)nc(/N=C2\NC(=O)CC(C(=O)O)N2c2ccc(Cl)cc2Cl)n1 (stereo not drawn)	-5	23	-5	-9	2.9	-7	1	-7	-12
CCn1c2ccccc2c2nnc(SCC(=O)Nc3cc(C)on3)nc21	-9	24	-21	-5	1.2	-28	1	1	9
CC(=O)C1=C(O)C(=O)N(c2ccc(O)cc2)C1c1cccc(F)c1 (stereo not drawn)	1	-8	-1	-2	4.2	-1	5	-3	-4
COc1ccc(CN(C(=O)c2ccc(C)cc2)c2cccc(N)c2)cc1	0	8	-11	2	-0.1	-11	2	-1	24
CC(C)c1ncc(C(O)c2ccccc2)n1C (stereo not drawn)	7	-12	-3	-1	0.0	7	7	-8	-41
CCOc1cc(C=O)ccc1OCC(N)=O	-10	11	0	0	-0.4	-5	3	-3	15
c1ccc2nc(N3CCOCC3)c(N3CCCC3)nc2c1	-8	14	.	.	-0.1	-12	7	-2	-12
CC(=O)Nc1ccc(S(=O)(=O)N2CC3(C)CC2CC(C)(C)C3)cc1 (stereo not drawn)	-5	17	6	-13	1.5	-9	6	-10	-3
CC(C)n1nccc1NS(=O)(=O)c1ccccc1	12	-3	1	0	-0.1	0	-1	-1	-10
COc1ccc(-c2nc3ncccc3o2)cc1NC(=O)c1ccco1	-5	3	-10	-8	-0.2	-12	2	-8	-16
O=C(Nc1csc([N+](=O)[O-])c1)Nc1c(Cl)cccc1Cl	1	-24	-6	-7	6.9	19	1	4	4
O=C(NC1CCCCC1)C1CCN(C(=O)NCc2ccccc2)CC1	-11	32	-1	-5	0.0	-9	4	-3	20
CCOC(=O)C(=O)c1cn(C2OCC(OC(C)=O)C(OC(C)=O)C2OC(C)=O)c2ccccc12 (stereo not drawn)	-17	5	-10	0	0.0	5	3	1	-2
O=C(O)/C=C/c1cccc(OCc2ccccc2)c1	14	5	2	-15	3.3	4	6	1	-8
O=C(Nc1ccccc1)N1CC=C(c2ccc(F)cc2)CC1	-2	19	-1	-21	5.8	-10	3	-3	7
CC1CN(Cc2nc3c(c(=O)[nH]c(=O)n3C)n2CCN2CCOCC2)CC(C)O1 (stereo not drawn)	3	-3	6	-5	0.3	2	10	-4	-16
O=C(Nc1cccc2nsnc12)c1ccc2c(c1)OCCO2	-3	8	-17	0	0.3	-6	0	-7	12
O=C(N/C(=C/c1ccc(Cl)cc1)c1nc2ccccc2[nH]1)c1ccco1	3	12	-23	6	1.4	-5	1	-3	-6
CN(c1ccccc1)S(=O)(=O)c1cccc(NC(=O)CN2CCc3ccccc3C2)c1	1	9	-11	-4	2.0	-4	0	-7	-18
CC(=O)Nc1ccc(NC(=O)c2ccco2)cc1	-6	-5	-12	-8	-0.3	5	8	-5	0
CC(=O)Cn1ncc(N2CCOCC2)c(Br)c1=O	7	1	-5	-3	0.0	0	1	-4	12
O=C1OC(N2CCN(Cc3ccccc3)CC2)c2ccccc21 (stereo not drawn)	6	12	-4	-4	0.5	-9	1	-1	-3
Cc1cc(C)cc(NC(=O)CSc2nnc(-c3ccccc3Br)o2)c1	3	14	-22	-1	1.8	-5	4	-7	9
O=C(CCn1nnc2ccccc2c1=O)NCC1CCC(C(=O)O)CC1 (stereo not drawn)	-9	3	15	0	-0.1	-4	5	-4	8
COc1ccc(NCc2nnc(SCc3ccc(Cl)cc3)n2-c2ccccc2)cc1	4	24	-28	-12	1.3	-5	1	5	-16
CCN1CCCC1CNC(=O)c1ccc2c(c1)NC(=O)/C(=C\c1ccc(C)cc1)S2 (stereo not drawn)	1	8	-18	-17	0.8	3	3	-5	19
CCn1nc(C)c(CN2CCCC(CO)(Cc3ccccc3)C2)c1C (stereo not drawn)	-8	11	-13	-11	0.4	-12	1	-8	-24
C1CSC2(N1)C1CC3CC(C1)CC2C3 (stereo not drawn)	-3	7	-4	-6	0.2	6	3	-3	-12

Rewritten as labelled records: entries from further up
molecule: O=C(Nc1cccc2nsnc12)c1ccc2c(c1)OCCO2
  CHRM1 antagonist: -3 | CHO-K1 Ca PAM: 8 | CHO parental Ca: -17 | OXTR potentiator: 0 | CHO-K1 Ca ag: 0.3 | CHO-K1 Ca antag: -6 | TAAR1 ag: 0 | M1 ag: -7 | TAAR1 antagonist: 12

molecule: COc1ccc(CN(C(=O)c2ccc(C)cc2)c2cccc(N)c2)cc1
  CHRM1 antagonist: 0 | CHO-K1 Ca PAM: 8 | CHO parental Ca: -11 | OXTR potentiator: 2 | CHO-K1 Ca ag: -0.1 | CHO-K1 Ca antag: -11 | TAAR1 ag: 2 | M1 ag: -1 | TAAR1 antagonist: 24

Other compounds follow:
SMILES	CHRM1 antagonist	CHO-K1 Ca PAM	CHO parental Ca	OXTR potentiator	CHO-K1 Ca ag	CHO-K1 Ca antag	TAAR1 ag	M1 ag	TAAR1 antagonist
O=C1N=c2ccccc2=C1c1[nH]c(=S)[nH]c1O	3	20	5	5	-0.1	-5	8	-2	-9
O=C(Nc1cc2c(oc1=O)CCCC2=O)c1ccccc1	-3	17	-17	0	1.2	-7	3	-5	4
Cc1ccc(NC(=O)C2CCCN(c3ncnc4c3nc3n4CCCCC3)C2)nc1 (stereo not drawn)	-1	21	-26	-19	2.1	-12	2	-4	-4
O=C(CN1CCOc2ccccc21)NCc1ccc(Cl)cc1	-15	20	-11	-6	0.8	-10	1	-4	3
CC(=O)Nc1ccc(NC(=O)c2cccc3c2-c2ccccc2C3=O)cc1	20	-11	-2	-5	0.4	1	4	1	18
CCOC(=O)C1=C(c2ccccc2)NC(N)=NC1c1ccc(OCc2ccc(Cl)cc2)c(OC)c1 (stereo not drawn)	-7	15	-11	-2	0.2	4	-2	-7	1
C[C@H](CO)N1C[C@H](C)[C@@H](CN(C)C)Oc2c(NS(=O)(=O)c3cn(C)cn3)cccc2C1=O	-15	8	-12	-1	0.7	-3	0	-1	-20
COC(=O)Nc1ccc(S(=O)(=O)N2CCCC(C(=O)N3CCC(C)CC3)C2)cc1 (stereo not drawn)	-2	11	-17	-15	5.0	-16	3	-1	-8
CCCN1CCN(C(=O)CCn2c(=O)c3cccn3c3cccnc32)CC1	1	6	-9	1	0.9	-13	5	-10	-13
CCNC(=O)CC1C(=O)N(c2ccccc2)C(=O)N1CCc1ccc(OC)c(OC)c1 (stereo not drawn)	-14	-10	-8	-4	1.0	-17	12	-1	3
CCCCc1nnc(NC(=O)CSc2nc(C)cc(=O)[nH]2)s1	8	10	8	-3	1.1	-9	0	-2	6
Cc1ccccc1-n1c(CSC(=N)N)nc2ccccc2c1=O	4	1	0	-11	0.3	-18	12	-2	-2
CC1=NN(C(=O)c2cc(C)nn2C)C(O)(C(F)(F)F)C1 (stereo not drawn)	-9	11	-1	-5	0.7	-5	2	-2	-4
CCn1c(=O)c2c(nc3n2CCCN3CCc2ccc(OC)c(OC)c2)n(C)c1=O	0	3	.	.	3.5	-10	2	-5	9
CC(Sc1nncn1C)C(=O)NCCC1=CCCCC1 (stereo not drawn)	-9	-9	-11	7	-0.1	-3	4	-6	-14
Cc1cccc(-n2c(=O)c3c(n4cnnc24)-c2ccccc2CC32CCCCC2)c1	2	20	-13	0	0.3	-9	9	-5	-8
CC1OC(C(C)(C)C)Cc2[nH][nH]c(=O)c21 (stereo not drawn)	.	10	.	.	0.8	-10	0	.	12
Nc1ncnc2c1ncn2[C@@H]1O[C@H](C(=O)N(CCC2=CCCCC2)CC2CC2)[C@@H](O)[C@H]1O	-20	8	.	.	0.1	-18	1	-4	-13
CCOC(=O)N1CCC(NC(=O)C2CCN(S(=O)(=O)c3ccc4c(c3)oc(=O)n4C)CC2)CC1	2	2	-17	0	0.5	-3	15	-5	1
COC(=O)C1=C(C)NC(=O)CC1c1ccc(C(=O)OC)cc1 (stereo not drawn)	-12	16	-9	-9	0.2	-2	10	-4	-6
CCN(CC)C(=O)CSc1nc2ccc(NC(=O)CSc3nnc(N)s3)cc2s1	-12	9	-20	-3	2.2	-2	3	-2	29
CC(=O)Nc1cccc(NC(=O)C2CC(=O)N(c3ccc(C)cc3)C2)c1 (stereo not drawn)	5	17	-15	-2	0.2	-4	13	-2	-18
CC(C)c1onc(C(=O)N2CCN(C(c3ccccc3)c3ccccc3)CC2)c1[N+](=O)[O-]	3	-6	-12	-5	-0.1	-6	0	-4	-9
O=C(O)c1ccc(/C=N/NC(=O)c2ccc(F)cc2)cc1	-12	-5	-7	-2	1.2	-6	1	0	4
Cc1ccc(S(=O)(=O)N2CCOCC2)cc1C(=O)NCC1CCCO1 (stereo not drawn)	2	-7	-1	-6	0.0	2	1	5	-3
Cc1ccc(-c2nc3ccc(Cl)cn3c2Cc2ccccc2)cc1	-18	3	.	.	0.0	-4	-1	-4	-11
Cc1ccc(S(=O)(=O)N2CCOCC2)cc1NC(=O)CSc1nc(N)cc(N)n1	6	11	.	.	0.9	-10	2	-3	-11
O=C(CNC(=O)OCc1ccccc1)NC1CCCCCCC1	-9	9	-8	4	0.0	-2	2	-9	-9
Cc1ccc(C(=O)CN2C(=O)C(C)Oc3ccccc32)cc1 (stereo not drawn)	-1	-12	4	-1	-0.6	3	8	-4	-6
Cc1nc2ccccc2n1CC(=O)N/N=C\C=C\c1ccccc1	19	-5	-9	-9	0.9	12	8	-2	-2
CCN(CC)CCNC(=O)C1CCC(=O)N1CCc1ccccc1 (stereo not drawn)	0	7	-8	-2	5.8	4	-3	-5	-14
COc1ccc2[nH]c(C(=O)NCCCN3CCCC3=O)c(C)c2c1	3	1	0	-6	0.8	-4	4	-2	-20
